Source: PubChem
AmpC inh detg = AmpC beta-lactamase inhibition with detergent present. AID 485294. Potency, µM (top dose mostly 114 µM), for the others: at the highest dose activity change, negative = inhibition, usual class: inhibitors. AmpC hydrolysis of nitrocefin, absorbance 480 nm, 0.01% Triton. 0.041% of 370,000 active; active means well fitted inhibition curve with a large enough effect; inconclusive means small, poorly fitted or top-dose-only effect;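 further: potency means the concentration at half of the fitted maximal effect; 0% = no-compound wells and -100% = no-enzyme wells; nearly all actives have a fitted effect of over 25% in size; some results filed as inactive show a strong effect at the top dose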
Target sequence (P00811 whole entry, looked up): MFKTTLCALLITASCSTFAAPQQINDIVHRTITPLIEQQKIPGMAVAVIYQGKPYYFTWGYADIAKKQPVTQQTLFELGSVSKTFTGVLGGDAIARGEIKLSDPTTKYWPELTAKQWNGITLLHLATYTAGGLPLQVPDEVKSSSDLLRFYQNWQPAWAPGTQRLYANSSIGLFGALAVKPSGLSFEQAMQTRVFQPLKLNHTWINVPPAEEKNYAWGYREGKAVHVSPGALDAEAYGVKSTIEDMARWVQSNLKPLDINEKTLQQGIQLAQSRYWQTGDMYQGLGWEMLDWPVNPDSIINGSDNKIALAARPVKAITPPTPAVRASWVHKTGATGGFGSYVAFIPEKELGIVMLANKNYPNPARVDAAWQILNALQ
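20 mM phosphate pH 7.0 + 0.01% (detergent screen) or 0.0001% Triton X-100; 5.3 nM AmpC reagent; cpd preinc 15 min RT; nitrocefin (800 uM stock) to start; A480 q20 s × 4 min; Activity was normalised to no-enzyme and no-compound control wells.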
HCMV inh = inhibitors of human cytomegalovirus | 4.5% of 410,000 active | activity change, negative = inhibition, % at 57.5 µM | HFF cells, HCMV-luciferase reporter, 72 h; hits give low values; in the data active means activity change below about -60%; inconclusive means no clear call, values can overlap the other calls; inactive means above about -39%
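Inhibition of viral replication was scored as loss of reporter luminescence in HFFs infected with HCMV-luciferase (MOI 1 PFU/cell) for 72 h; compounds tested at 2 doses, normalized to buffer and Salinomycin controls.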
Numbers without * were called inactive; ? = inconclusive. Unless noted, on the % scale 0 is the no-effect control and ±100 the full control effect. An excerpt; rates above refer to the full screens.

1: COc1ccc(-n2c(=O)c3ccc(C(=O)NCc4ccc(C)cc4)cc3n(CC(=O)Nc3ccc(F)cc3)c2=O)cc1
2: Cc1ccc(OCCOCCn2c(-c3ccc(Cl)cc3)nc3ccccc3c2=O)cc1
3: COc1ccc2c(c1)c1c(c(=O)n(Cc3ccccc3)c(=O)n1CC(=O)NCc1ccccc1Cl)n2C
4: COc1ccccc1NC(=O)C1CCN(S(=O)(=O)c2ccc3[nH]c4c(c3c2)CCCCC4)CC1
5: Cc1ccccc1-c1noc(-c2ccc(N3CCN(c4ccccc4)CC3)c([N+](=O)[O-])c2)n1
6: O=C(CN1C(=O)CCSc2ccc(S(=O)(=O)N3CCCC3)cc21)Nc1cccc(F)c1
7: COCCNC(=O)c1ccc2c(c1)N(Cc1ccc(C(F)(F)F)cc1)C(=O)c1ccccc1S2
8: Cc1ccc(F)c(NC(=O)Nc2ccc3snnc3c2)c1

compound no. | 1 | 2 | 3 | 4 | 5 | 6 | 7 | 8
AmpC inh detg | 4.9% | 16.1% | 6.5% | 1.6% | -2.0% | 17.3% | 9.4% | 18.2%
HCMV inh | -19.9 | 8.0 | 12.6 | ? | 4.8 | -7.9 | -24.5 | -105.9*

9: Cc1ccc(Cn2c(CO)cnc2SCc2cccc(F)c2)cc1
10: CCc1ccc(-c2nc(CN3CCCC(C(=O)NCc4ccc(C)cc4)C3)c(C)o2)cc1 (stereo not given)
11: COc1ccc2c(c1)c1c(c(=O)n(-c3ccc(OC)c(OC)c3)c(=O)n1CC(=O)N1CCCC1)n2C
12: COc1cccc(-c2nn3c(=O)cc(CN4CCN(C(=O)/C=C/c5ccccc5)CC4)nc3s2)c1
13: COc1ccc(CCNc2nc(SCc3ccccc3F)nc3ccccc23)cc1OC
14: COc1ccc(CC(=O)Nc2ccc(-c3nc4ccccc4s3)cc2Cl)cc1OC
15: Cc1ccc(N2C(=O)C(CC(=O)Nc3cccc(F)c3)N(CCc3ccccc3F)C2=O)cc1 (stereo not given)
16: CCOC(=O)C1=C(CN(CC)Cc2ccccc2)NC(=O)NC1c1ccc(OC)cc1 (stereo not given)

compound no. | 9 | 10 | 11 | 12 | 13 | 14 | 15 | 16
AmpC inh detg | 7.1% | 12.7% | 0.3% | -0.3% | 8.2% | -4.6% | -3.5% | 3.5%
HCMV inh | -10.7 | 11.5 | 14.5 | 7.2 | 45.3 | -28.3 | 23.1 | -22.6

17: COc1ccc(Nc2ncnc3c2nc2n3CCCC2)cc1Cl
18: COc1ccccc1NC(=O)c1ccc(CN2C(=O)C(C)=C(c3ccc(C)c(C)c3)S2(=O)=O)cc1
19: CCn1cc(C(=O)N(C)c2ccc(C(C)C)cc2)c2cc(OC)c(OC)cc2c1=O
20: COc1cc(NC(=O)CSc2ccc(-c3sc(-c4ccccc4)nc3C)nn2)cc(OC)c1
21: O=C(NCCc1ccccc1)c1cc(Sc2cccc(Cl)c2)nc2ccccc12
22: O=C(NCc1ccccc1Cl)C1CCCN(c2ncnc3onc(-c4ccc(F)cc4)c23)C1 (stereo not given)
23: CCC(=O)N1CCc2cc(Br)cc(S(=O)(=O)N3CCCC(C(=O)Nc4ccc(C)c(F)c4)C3)c21 (stereo not given)
24: COc1ccc(C2C=C(c3ccccc3)Nc3nc(NC(=O)/C=C/c4ccc(F)cc4)nn32)cc1 (stereo not given)

compound no. | 17 | 18 | 19 | 20 | 21 | 22 | 23 | 24
AmpC inh detg | -0.9% | 4.6% | 2.9% | ? | 4.0% | -0.3% | 12.4% | 13.4%
HCMV inh | 172.7 | -6.5 | -16.6 | 14.5 | -9.6 | 14.4 | -30.2 | -11.4

25: COC(=O)c1ccc2c(c1)N(CC(=O)Nc1ccc(OC)c(Cl)c1)C(=O)c1ccccc1S2
26: Fc1ccc(N2CCN(c3ncnc4c3nc3n4CCCCC3)CC2)cc1
27: CC1CCCCN1CCCNC(=O)c1cc(Sc2ccc(Cl)cc2)nc2ccccc12 (stereo not given)
28: O=C(CSc1nc2c([nH]c3ccccc32)c(=O)n1-c1ccc(Cl)cc1)NCc1ccccc1
29: COc1ccc(NC(=O)C2CCC(CNS(=O)(=O)c3ccc(Br)s3)CC2)c(OC)c1 (stereo not given)
30: CCCCOc1cccc(C(=O)N2CCN(CCc3ccncc3)CC2)c1
31: CCOCN(C(=O)Cn1cnc2cc(C)c(C)cc21)c1c(C)cccc1CC
32: COc1ccc(-c2nnc(SCC(=O)NCCc3ccccc3)nc2-c2ccc(OC)cc2)cc1

compound no. | 25 | 26 | 27 | 28 | 29 | 30 | 31 | 32
AmpC inh detg | 0.4% | -1.7% | 8.3% | 3.7% | -5.2% | 13.2% | -2.6% | 2.1%
HCMV inh | 7.1 | -24.2 | -20.6 | -8.7 | -31.0 | 4.1 | 6.8 | 7.9

33: CCn1cc(C(=O)N2CCN(c3cc(Cl)ccc3C)CC2)c(=O)c2cc(S(=O)(=O)N3CCCCC3)ccc21
34: CCc1ccc(S(=O)(=O)c2cnc3ccc(OC)cc3c2N2CCCC(C)C2)cc1 (stereo not given)
35: CCCN(C(=O)c1cc2c(=O)oc3ccc(C)cc3c2s1)c1ccc(OCC)cc1
36: COc1ccc(N2CC(NC(=O)/C=C\c3ccc(OC)c(OC)c3)CC2=O)cc1 (stereo not given)
37: Cc1cc(C)cc(OC(C)C(=O)Nc2c(C(=O)c3ccccc3)oc3ccccc23)c1 (stereo not given)
38: CCCCNC(=O)c1cccc(NC(=O)c2nsc3ccccc23)c1
39: N#Cc1ccccc1Cn1nnc2c(=O)[nH]c(C3CCCN(S(=O)(=O)c4ccc(F)cc4)C3)nc21 (stereo not given)
40: COc1cccc(NC(=O)Cn2c(=O)n(-c3ccc(C)cc3)c(=O)c3ccc(C(=O)NCc4ccco4)cc32)c1

compound no. | 33 | 34 | 35 | 36 | 37 | 38 | 39 | 40
AmpC inh detg | -0.7% | ? | 3.5% | -3.6% | 0.7% | -3.4% | -5.1% | 1.1%
HCMV inh | 2.8 | -28.8 | -5.4 | 26.2 | -6.6 | 64.9 | ? | -35.2

41: O=C1CN(C(=O)c2ccccc2C(F)(F)F)C(c2ccccc2)c2cc(F)ccc2N1 (stereo not given)
42: CN1C(=O)Cc2cc(S(=O)(=O)NCc3ccc(Cl)cc3)ccc21
43: CN(C)CCN(Cc1ccco1)S(=O)(=O)c1cc2c(cc1Cl)NC(=O)CO2
44: Cc1cccc(C)c1Nc1c(-c2ccsc2)nc2ccc(Cl)cn12
45: O=c1cc(CN2CCN(S(=O)(=O)c3ccccc3)CC2)nc2sc(-c3ccccc3Cl)nn12
46: Cc1cccc(NC(=O)CSc2cn(CC(=O)N3CCOCC3)c3ccccc23)c1C
47: Cc1ccc(CSc2oc(-c3ccco3)nc2S(=O)(=O)c2ccc(Br)cc2)cc1
48: COC(=O)c1ccccc1NC(=O)C1=C(C)C(=O)OC12CCC(C)CC2 (stereo not given)

compound no. | 41 | 42 | 43 | 44 | 45 | 46 | 47 | 48
AmpC inh detg | 1.9% | 5.2% | 24.9% | 26.8% | 17.2% | 15.1% | -4.8% | -2.2%
HCMV inh | -6.3 | 26.3 | 0.0 | -4.0 | 6.8 | -37.0 | -19.3 | -29.9

49: Cc1cc(C)c2c(=O)cc(C(=O)NCCc3ccc(S(N)(=O)=O)cc3)oc2c1
50: Cc1ccc(Cl)cc1N1CCN(S(=O)(=O)c2ccc3c(c2)C(C(C)C)C(=O)N3)CC1 (stereo not given)
51: COc1cccc(-c2nnc(SCC(=O)N(C)C3CCCCC3)o2)c1
52: Cc1ccc(Nc2nnc(-c3ccc(C)c(S(=O)(=O)N4CCOCC4)c3)c3ccccc23)cc1
53: CCCNC(=O)CSc1c2c(nc3ccc(Cl)cc13)CCCC2
54: COc1ccc(C2NC(=O)N(C)C3=C2C(=O)N(c2cccc(Cl)c2)C3)cc1 (stereo not given)
55: CCOC(=O)N1CCc2c(sc3c2c(=O)n(Cc2ccccc2)c(=O)n3CC(=O)Nc2cccc(C)c2)C1
56: CCCCOC(=O)c1ccc(NC(=O)CSc2nc3c(c(=O)[nH]2)CCCC3)cc1

compound no. | 49 | 50 | 51 | 52 | 53 | 54 | 55 | 56
AmpC inh detg | 13.5% | 24.4% | 16.6% | 4.4% | 2.0% | 0.3% | 4.4% | -9.1%
HCMV inh | 11.9 | -9.9 | -16.7 | 5.5 | -19.2 | 1.9 | -9.9 | -7.1

57: Cc1cccc(NC(=O)CSc2nc3ccccc3c3nc(CCn4cncc4C)nn23)c1
58: COc1ccc(S(=O)(=O)c2cc(NS(=O)(=O)c3ccc(Cl)cc3)c(C)c(C)c2O)cc1
59: Cc1ccc2c(c1)c1c(c(=O)n(-c3ccccc3C)c(=O)n1CC(=O)NCCC1=CCCCC1)n2C
60: CCN(CC)c1ccc(-c2nc(-c3ccncc3)no2)cc1[N+](=O)[O-]
61: Cc1ccc(CN2C(=O)N(c3ccccc3)C(=O)C2CC(=O)Nc2ccccc2)cc1 (stereo not given)
62: Cc1ccc(OCCn2c(-c3ccc(Cl)cc3)nc3ccccc3c2=O)c(C)c1
63: CCOc1ccc(CNC(=O)c2ccc3c(c2)nnn3C2CCCC2)cc1
64: COc1ccccc1CCNC(=O)c1ccc(-c2nc(CSc3ccc(C)cc3)c(C)o2)cc1

compound no. | 57 | 58 | 59 | 60 | 61 | 62 | 63 | 64
AmpC inh detg | 8.1% | -1.0% | 2.4% | 26.4% | 3.8% | 5.5% | 1.2% | -0.9%
HCMV inh | -38.8 | 17.2 | 18.2 | -3.8 | 0.1 | -20.8 | 27.9 | -7.4

65: COc1ccc2c(c1)c1c(c(=O)n(-c3cccc(Cl)c3)c(=O)n1C)n2C
66: CCOC(=O)c1ccccc1NC(=O)CCc1c(C)nc2c(c1C)c(=O)n(C)c(=O)n2C
67: CCC(O)c1cc2c(cc1NC(=O)c1ccccc1F)OCCO2 (stereo not given)
68: Cc1cccc2c1-c1sc(C(=O)N3CCN(c4cccc(Cl)c4)CC3)cc1CO2
69: CCCCC(CC)CNC(=O)c1ccc2c(=O)n(Cc3ccc(OC)cc3)c(=O)[nH]c2c1 (stereo not given)
70: CC(=O)c1sc2c(c1C)c(=O)n(-c1ccc(Cl)cc1)c(=O)n2Cc1ccc(Cl)cc1
71: COc1ccc(-c2oc3ncn4nc(COc5cccc(C)c5C)nc4c3c2-c2ccc(OC)cc2)cc1
72: CCN(CC)S(=O)(=O)c1ccc(NC(=O)NCc2noc3ccc(C)cc23)cc1

compound no. | 65 | 66 | 67 | 68 | 69 | 70 | 71 | 72
AmpC inh detg | 22.9% | 19.2% | 4.1% | 9.4% | 8.0% | 7.2% | 12.2% | 4.5%
HCMV inh | 3.0 | 5.2 | 5.7 | -8.5 | -20.6 | 16.5 | -2.3 | -39.5

Complete entries as entered above. Screens in order: AmpC inh detg | HCMV inh
CC1CCCCN1CCCNC(=O)c1cc(Sc2ccc(Cl)cc2)nc2ccccc12 (stereo not given) is listed as 8.3% | -20.6
COc1ccc2c(c1)c1c(c(=O)n(-c3ccc(OC)c(OC)c3)c(=O)n1CC(=O)N1CCCC1)n2C is listed as 0.3% | 14.5
COc1cccc(-c2nn3c(=O)cc(CN4CCN(C(=O)/C=C/c5ccccc5)CC4)nc3s2)c1 is listed as -0.3% | 7.2
Cc1ccc(CSc2oc(-c3ccco3)nc2S(=O)(=O)c2ccc(Br)cc2)cc1 is listed as -4.8% | -19.3

The list continues:
73: COc1ccc(Cc2nc3ccc(C(=O)NCc4ccc(OC)cc4OC)cc3o2)cc1
74: Cc1ccc(OCC(=O)N(Cc2ccco2)Cc2ccco2)cc1C
75: COc1cc(NC(=O)C2CCN(S(=O)(=O)c3c(C)noc3/C=C/c3ccccc3F)CC2)cc(OC)c1OC
76: COc1ccc(-c2nc(CSCC(=O)NCc3ccccc3Cl)c(C)o2)cc1OC
77: Cc1ccc(C)c(NC(=O)Cn2c(=O)n(CCC(C)C)c(=O)c3cccnc32)c1

compound no. | 73 | 74 | 75 | 76 | 77
AmpC inh detg | 2.4% | 1.0% | 13.8% | ? | 18.9%
HCMV inh | -12.1 | -11.6 | 3.2 | -12.5 | 14.7

Molecules listed so far that contain a furan ring, fused or not:
37: Cc1cc(C)cc(OC(C)C(=O)Nc2c(C(=O)c3ccccc3)oc3ccccc23)c1 (stereo not given)
40: COc1cccc(NC(=O)Cn2c(=O)n(-c3ccc(C)cc3)c(=O)c3ccc(C(=O)NCc4ccco4)cc32)c1
43: CN(C)CCN(Cc1ccco1)S(=O)(=O)c1cc2c(cc1Cl)NC(=O)CO2
47: Cc1ccc(CSc2oc(-c3ccco3)nc2S(=O)(=O)c2ccc(Br)cc2)cc1
71: COc1ccc(-c2oc3ncn4nc(COc5cccc(C)c5C)nc4c3c2-c2ccc(OC)cc2)cc1
74: Cc1ccc(OCC(=O)N(Cc2ccco2)Cc2ccco2)cc1C

compound no. | 37 | 40 | 43 | 47 | 71 | 74
AmpC inh detg | 0.7% | 1.1% | 24.9% | -4.8% | 12.2% | 1.0%
HCMV inh | -6.6 | -35.2 | 0.0 | -19.3 | -2.3 | -11.6
